Fluor 339 460: intrinsic fluorescence of library compounds, ex339/em460 – biochemical, MLSMR library, data from DPM-DC assay, artefact control, profiling panel; compound autofluorescence, ex339/em460 nm, NADH buffer; active compounds read high; 1 = no-compound wells, NADH background; fluorescence fold increase at 10 µM; 65,000 tested, 5.5% active; AID 709;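 active = at 10 µM, mean starting fluorescence two-fold or more over control wells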;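 note: signal is the first read of a kinetic run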
Abs 340nm: absorbance at 340 nm | compound absorbance at 340 nm, fold over control | fold change at 10 µM | 65,000 tested, under 10 active | AID 708;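 active = at 10 µM dose, initial 340 nm absorbance at least 2 fold that of control wells; inactive = change under 2 fold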;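 note: initial absorbance extrapolated from kinetic A340 decline of NADH oxidation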
MKP-1 inh: inhibitors of human MKP-1 phosphatase; P28562; recombinant MKP-1, OMFP hydrolysis fluorescence; inhibition, %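 (compounds tested at a single concentration somewhere between 10 and 100 µM)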; 65,000 tested, 0.15% active; AID 374;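 active = inhibition above about 50%, limit read from the data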;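 note: 0% = DMSO max control wells and 100% = wells with enzyme stopped by NaOH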
PKA inh: PKA (human) kinase inhibition; P17612; PKA Kemptide phosphorylation, Kinase-Glo ATP luminescence; inhibition, % at 6 µM; 65,000 tested, 0.1% active;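 active = inhibition above the screen-wide mean inhibition plus 3 SD, cut at about 21% in these data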; note: many of its hits are not listed in these tables
ROCK2 blocker: ROCK2 (human) kinase inhibition | O75116 | purified ROCK2, Kinase-Glo ATP depletion luminescence | inhibition, % at 6 µM | 60,000 tested, 0.35% active;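 active = inhibition above the screen-wide mean inhibition plus 3 SD, cut at about 18% in these data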;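 note: plate controls were DMSO wells for no effect and Y-27632 control wells after no-enzyme background subtraction for full effect; many of its hits are not listed in these tables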
Her2 expr inh: inhibitors of human Her2 kinase expression | P04626 | SKBR-3 HER2 protein level, AlphaScreen, 18-24 h; active compounds read low | HER2 level % of control, % at 10 µM | 65,000 tested, 0.69% active | AID 645;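 active = HER2 level under 5% of the carrier-only control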;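 note: 100% = DMSO carrier and 0% = 500 nM PU-H71 HSP90 inhibitor; lower value means stronger loss of Her2 protein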
JNK3 inh: JNK3 (human) kinase inhibition; P53779; purified JNK3 kinase activity, HTS; inhibition, % at 8 µM; 60,000 tested, 0.61% active; in the data active = inhibition above about 17%;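 note: 0% = DMSO and 100% = reference inhibitor; many of its hits are not listed in these tables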
Target sequence (P53779 whole entry, looked up): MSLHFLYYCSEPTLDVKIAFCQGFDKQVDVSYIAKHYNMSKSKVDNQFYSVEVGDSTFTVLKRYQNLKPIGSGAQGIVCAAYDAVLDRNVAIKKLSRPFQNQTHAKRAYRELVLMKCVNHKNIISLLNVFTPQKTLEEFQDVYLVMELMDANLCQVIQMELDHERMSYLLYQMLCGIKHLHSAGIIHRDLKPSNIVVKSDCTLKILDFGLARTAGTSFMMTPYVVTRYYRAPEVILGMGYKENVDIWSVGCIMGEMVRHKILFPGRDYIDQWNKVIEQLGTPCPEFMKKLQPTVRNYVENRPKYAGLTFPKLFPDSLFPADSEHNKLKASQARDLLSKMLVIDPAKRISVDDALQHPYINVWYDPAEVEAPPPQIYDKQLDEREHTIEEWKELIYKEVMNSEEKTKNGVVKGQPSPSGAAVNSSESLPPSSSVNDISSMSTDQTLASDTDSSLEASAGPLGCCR
Cdc25B inh: human M-phase inducer phosphatase 2 inhibition; P30305; recombinant Cdc25B, OMFP fluorescence Ex485/Em525; inhibition, %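 (compounds tested at 10 µM final in the well)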; 65,000 tested, 0.1% active; in the data active = inhibition above about 50%
Target sequence (P30305 whole entry, looked up): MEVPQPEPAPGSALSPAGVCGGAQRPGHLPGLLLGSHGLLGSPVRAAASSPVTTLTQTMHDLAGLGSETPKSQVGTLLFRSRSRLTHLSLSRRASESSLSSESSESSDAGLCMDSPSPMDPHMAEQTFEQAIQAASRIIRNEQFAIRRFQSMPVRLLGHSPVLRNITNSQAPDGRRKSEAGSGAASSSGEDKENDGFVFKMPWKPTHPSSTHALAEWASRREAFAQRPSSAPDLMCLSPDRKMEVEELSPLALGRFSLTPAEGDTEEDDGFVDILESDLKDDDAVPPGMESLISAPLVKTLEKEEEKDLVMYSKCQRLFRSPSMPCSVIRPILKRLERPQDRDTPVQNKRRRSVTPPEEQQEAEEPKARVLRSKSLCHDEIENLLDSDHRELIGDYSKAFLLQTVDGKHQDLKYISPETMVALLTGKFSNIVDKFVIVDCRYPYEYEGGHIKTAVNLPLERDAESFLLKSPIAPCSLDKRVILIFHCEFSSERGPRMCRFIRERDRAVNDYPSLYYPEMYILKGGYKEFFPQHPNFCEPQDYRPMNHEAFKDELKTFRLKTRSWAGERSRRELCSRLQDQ
Hsp90 block: displaces geldanamycin probe from tumor Hsp90. P07900. NCI-N417 lysate Hsp90, Cy3B-geldanamycin FP displacement. inhibition, % at 30 µM. 64,000 tested, 0.35% active;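 active = inhibition above 50%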;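 note: 0% = tracer plus lysate wells and 100% = tracer alone without lysate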
* = called active by the depositor; . = no result given. This is a subset; count on the stated rates, not on these rows.

SMILES	Fluor 339 460	Abs 340nm	MKP-1 inh	PKA inh	ROCK2 blocker	Her2 expr inh	JNK3 inh	Cdc25B inh	Hsp90 block
CCCCNC(=O)CS(=O)Cc1nc(-c2ccc(C)cc2)oc1C (stereo not drawn)	0.99	1	-6	4	4	94	-5	-5	-2
COC(=O)c1[nH]c2cccc(OC)c2c1NC(=O)CN1CCC(C(N)=O)(N2CCCCC2)CC1	3.7*	1	-20	6	-2	120	-4	-3	-4
COc1cccc(NC(=O)NC2CCN(Cc3nnnn3Cc3ccc(F)cc3)CC2)c1	1.1	1	-3	11	7	144	7	-14	3
COC(=O)c1nnn(-c2nonc2N)c1CSc1ccccn1	1.1	1.1	-4	12	6	68	-2	-8	-2
O=C(c1coc2ccccc2c1=O)N1CCN(c2cccc(C(F)(F)F)c2)CC1	1.1	1	-2	9	.	126	.	-11	.
C=C(C)COc1ccc(-c2[nH]ncc2-c2ccccc2OC)c(O)c1	1.1	1	18	5	3	64	8	2	-4
Cc1cc(C(F)F)n2nc(C(=O)O)nc2n1	1.1	0.98	-3	-5	.	139	.	-4	-1
Cc1nnc(SCCN2C(=O)c3ccccc3C2=O)[nH]c1=O	1.1	1	1	-1	3	83	10	-1	0
Cc1ccc2cc(CN(Cc3ccco3)C(=O)NCc3ccccc3)c(=O)[nH]c2c1C	1.6	1.1	13	6	2	105	-2	-1	0
CN=C(Nc1cc(C)nn1-c1ccccc1)c1ccccc1	1	0.98	5	-2	0	111	3	-13	-3
O=C(Nc1ccc(NC(=O)C2CC2)nc1)c1cccs1	1.1	1.1	-20	7	-3	100	9	-16	-3
O=C(CSc1nc(-c2ccccc2Cl)ns1)NCc1ccco1	1	0.98	1	-5	0	81	5	9	0
CCOC(=O)Cc1[nH]nc2c1C(c1cc(OC)ccc1OC)C(C#N)=C(N)O2 (stereo not drawn)	1.1	1.1	17	4	15	116	-1	-10	-1
COc1ccccc1Nc1nc2ccccc2n1C	1	1	-1	0	6	103	-3	-11	-2
O=C(NCCN1CCN(c2ccccc2F)CC1)C1CCCN(S(=O)(=O)c2cnc[nH]2)C1 (stereo not drawn)	1.1	0.99	12	-2	1	81	9	-4	1
Cc1ccc(N2CCN(C(=S)c3ccc(N(C)C)cc3)CC2)cc1	1.1	1	24	7	7	111	0	-12	-5
CCN1CCN(c2oc(-c3ccc(OC)cc3)nc2C#N)CC1	3.8*	1.1	10	-4	5	129	-3	-12	1
CC(NS(=O)(=O)c1ccc(Br)cc1)C(c1cccs1)N1CCN(C)CC1 (stereo not drawn)	0.99	1	-11	4	0	72	5	-1	-1
c1cncc(C(c2nnnn2C2CCCC2)N2CCN(Cc3ccc4c(c3)OCO4)CC2)c1 (stereo not drawn)	1.1	1	-17	9	1	87	3	-1	-1
Cn1c(=O)c2c(nc(NCc3ccco3)n2Cc2ccccc2Cl)n(C)c1=O	1	1	-27	1	-11	109	5	6	-2
O=C(Cn1c(CO)nc2ccccc21)Nc1cc(C(F)(F)F)ccc1N1CCOCC1	1.1	1	37	0	-2	85	-4	-6	-2
CCOC(=O)N1CCN(C(=O)Nc2ccc(Cl)cc2Cl)CC1	1.1	1	-7	4	.	118	.	-5	-3
O=C(Cn1ncc2c1-c1ccccc1OC2)N1CCN(c2ccccn2)CC1	1.1	0.98	0	12	7	98	-4	-9	-4
CC(C)(C)NS(=O)(=O)c1ccc(CCC(=O)NCc2ccco2)cc1	1.1	1	3	9	.	90	.	-2	-2
COc1cc(=O)[nH]c(=O)n1C(=O)Cc1ccccc1	1	1	9	-4	-1	110	-3	-9	-4
Cc1nc2ccc(F)cc2cc1C(=O)NCC1CCCO1 (stereo not drawn)	1.1	0.98	8	4	5	89	-1	-6	4
CCOC(=O)N1CCC(NC(=O)c2cc3c(-c4cccc(OC)c4)nn(C)c3s2)CC1	3.9*	1	7	9	6	25	3	-2	-2
O=C(Nc1ccc2c(c1)OC1(CCCC1)O2)C1CC1	1.1	1	6	13	5	96	13	-6	1
CCC1=Nc2ccccc2-c2nnc(SC)nc2O1	1.1	1.1	3	4	6	169	0	-3	-8
CCOc1ccc(-c2nnc3n2N=C(c2ccc(OC)cc2)CS3)cc1	1.1	1.1	8	8	.	192	.	-15	.
CCOc1ccc(CNC(=O)C2CC(=O)N(C3CCCC3)C2)cc1OC (stereo not drawn)	1.1	1	24	-2	-1	101	-1	5	-5
O=C(Nc1ccc(-c2cn3ccsc3n2)cc1)c1ccc(F)c(S(=O)(=O)N2CCOCC2)c1	1.1	1.1	28	7	4	66	5	8	-1
Cc1onc(-c2c(F)cccc2Cl)c1C(=O)Nc1nc2c(s1)CCCC2	1.1	1	-1	5	3	99	4	-4	-5
Cn1c(CO)nc2cc(N)ccc21	1.1	1	11	14	6	105	-6	0	-3
COCCn1nnnc1C(c1cc2ccc(C)cc2[nH]c1=O)N(Cc1ccco1)Cc1cccs1 (stereo not drawn)	1.3	1.1	30	-4	1	70	-5	-5	-5
Cn1c(=O)c2c(nc(CN3CCN(C(=O)c4ccco4)CC3)n2Cc2ccccc2)n(C)c1=O	1.2	0.99	3	1	4	92	2	-11	-11
O=C1c2ccccc2C(O)(c2ncc[nH]2)N1C1CCCCC1 (stereo not drawn)	1.1	0.99	-3	7	5	122	2	-8	-3
O=C1c2ccccc2C(=O)N1CCC(=O)N1CCc2ccccc21	1	1	-1	-2	-3	118	-2	-12	-6
CCCCCCN=C(C)C1=C(O)C(C(=O)OC)C(C)(C)CC1=O (stereo not drawn)	1.1	1.1	-11	-2	4	91	-2	0	-2
O=C(Nc1ccc2c(c1)OCCO2)c1ccc(Br)c(S(=O)(=O)N2CCOCC2)c1	1.1	1.1	6	4	5	102	0	-8	1
Cc1sc2ncn(CCn3cnc4sc(C)c(C)c4c3=O)c(=O)c2c1C	1.1	1	36	9	6	64	5	-7	-18
CC12CC(NC(=O)N1CCc1ccccc1)c1cc(Cl)ccc1O2 (stereo not drawn)	1	1	3	-4	-1	82	-2	-11	-1
O=C(COC(=O)c1cccc(S(=O)(=O)N2CCc3ccccc3C2)c1)NCc1ccco1	1.1	0.98	26	0	1	95	2	-8	-4
O=C(Nc1ccc2c(c1)oc1ccc(S(=O)(=O)N3CCCC3)cc12)C1CC1	1.2	1	5	10	7	59	-5	-1	1
COC(=O)CSc1nc2ccccc2c(=O)n1C	1.1	1	-25	14	5	92	7	-7	-1
CCN1CCN(CCCNC(=O)C2c3ccccc3C(=O)N(C)C2c2ccc(OC)cc2)CC1 (stereo not drawn)	1	1	3	9	.	114	.	-17	-2
CC(C)(C)n1ncc2c(=O)n(Cc3ccc(Cl)cc3Cl)cnc21	1.1	0.99	1	3	1	102	-8	-4	5
CC(C)C(NS(=O)(=O)c1cccs1)C(=O)N1CCc2ccccc2C1 (stereo not drawn)	1.1	1	1	10	5	98	1	-13	-9
CC(=O)CCc1ccc2oc(C(=O)O)c(C)c2c1	1.1	1.3	-1	1	2	85	3	0	-2
O=C(NC1CCCCCC1)c1cccs1	0.99	1.1	1	14	6	86	0	-16	-3
CCCc1nc2oc3c(NCCOCCO)ncnc3c2c2c1COC(C)(C)C2	3.6*	1	5	-12	-10	76	-14	5	0
COc1ccc(Cc2nn3c(-c4ccccc4Br)nnc3s2)cc1	1.1	1	11	10	12	104	4	4	0
O=C(Nc1ccc(N2CCN(Cc3ccccc3Cl)CC2)cc1)c1cccnc1	1	1	1	7	5	71	-1	-16	0
Cc1cc(C)n2nc3ccccc3c2n1	2	1.1	1	-7	0	101	-12	0	-3
C=C1N(CCCCCC(=O)O)C(=O)OC12CCCCC2	1	0.99	0	12	7	60	3	6	2
O=C1c2ccccc2C(=O)N1CCCCCc1nc(-c2ccccc2)no1	1.1	1	25	5	-7	73	-6	-9	-4
CCCOc1ccc(-c2nnc(-c3ccco3)o2)cc1	2.2*	1	2	-7	-4	85	-1	-1	-3
O=C(CSc1nnc(C2CC2)n1Cc1ccccc1)c1ccc(S(=O)(=O)N2CCOCC2)cc1	1	1	9	8	.	117	.	-8	-5
CN1CCN(c2nc(N3CCN(c4ccccc4)CC3)ncc2F)CC1	1.1	1.1	-13	-7	-7	90	-3	-10	-4
Cn1c(=O)c2c(nc(N3CCc4ccccc4C3)n2Cc2ccccc2F)n(C)c1=O	1.1	1	11	1	.	111	.	-11	-11

Following part:
SMILES	Fluor 339 460	Abs 340nm	MKP-1 inh	PKA inh	ROCK2 blocker	Her2 expr inh	JNK3 inh	Cdc25B inh	Hsp90 block
C[C@H]1C[C@@H]2[C@H]([C@@H](O)C[C@@]3(C)[C@H]2CC[C@]3(O)C(=O)CO)[C@@]2(C)C=CC(=O)C=C12	1.1	0.98	-7	-8	0	103	3	12	-3
CCOC(=O)c1ccc2ncc(C(=O)OCC)c(NCc3ccco3)c2c1	3.8*	1.1	33	6	7	126	0	-14	-5
O=C(NC1CCCC1)c1ccc2nc(-c3ccco3)c(-c3ccco3)nc2c1	2.9*	1	35	-3	1	103	-4	12	-4
CC(C)(C)c1cc(C(=O)N2CCc3ccccc32)ccn1	1.1	1.1	-18	-9	-8	67	5	1	-6
CN(C)CCCNc1oc(-c2ccccc2)nc1C#N	2.1*	1.1	24	8	2	122	-4	-13	0
CCCS(=O)(=O)N1CCc2cc(OC)c(OC)cc2C1	1.2	0.98	17	5	2	101	0	-2	-8
O=c1oc2ccccc2c(O)c1C=NCc1ccccn1	0.97	1	-4	3	0	83	10	-12	7
O=C(OCc1ccccc1)c1ccc(Br)o1	1.1	1	-3	4	6	100	-4	-14	2
COc1cccc(C2C(C(=O)c3sc(C)nc3C)=C(O)C(=O)N2CCN2CCOCC2)c1OC (stereo not drawn)	1	0.99	-17	6	7	74	2	-6	0
Cc1ccc(CSc2nnc(-c3ccccn3)n2C)cc1	1.1	1	-11	4	-4	243	-6	3	-2
CCNC(=O)CN(Cc1ccccc1)S(=O)(=O)c1ccccc1	1.1	1	9	8	1	118	-6	-18	-5
O=C(NC1=NCCS1)C1COc2ccccc2O1 (stereo not drawn)	1.1	1	3	-4	-9	106	5	-6	3
CCn1nc(C(=O)OCC(=O)NCCN2C(=O)CSC2=O)c2ccccc2c1=O	1.1	1	8	0	1	70	5	-5	-2
COC(=O)c1ccc(C2/C(=C(\O)c3cccc(OC)c3)C(=O)C(=O)N2CCCN2CCOCC2)cc1 (stereo not drawn)	1.1	1.1	-4	-3	2	90	3	23	-5
COc1ccc2nc(NC(=O)CCNS(=O)(=O)c3ccc4c(c3)oc(=O)n4C)sc2c1	1.1	1	-4	4	-1	89	5	-9	-1
COc1cccc(-c2cn3nc4c(nc3n2)CCCC4)c1	2.6*	1	-1	7	-20	89	7	14	-15
N#Cc1cccc(NC(=O)c2ccccc2C(=O)O)c1	1.1	1.1	11	0	1	107	-9	-13	3
O=C(Oc1ccc2ccccc2c1Cl)N1CCCC1	1.1	0.96	3	10	6	86	6	-19	-2
COc1ccc(Cn2c(C3CC3)nc3ccc(NC(=O)c4ccco4)cc3c2=O)cc1	1.2	1.1	17	-1	-2	72	0	5	-2

Entries of single compounds, looked up by structure. Screens in order: Fluor 339 460 | Abs 340nm | MKP-1 inh | PKA inh | ROCK2 blocker | Her2 expr inh | JNK3 inh | Cdc25B inh | Hsp90 block
`COC(=O)c1ccc(C2/C(=C(\O)c3cccc(OC)c3)C(=O)C(=O)N2CCCN2CCOCC2)cc1` (stereo not drawn) is listed with 1.1 | 1.1 | -4 | -3 | 2 | 90 | 3 | 23 | -5
`COc1cccc(-c2cn3nc4c(nc3n2)CCCC4)c1` is listed with 2.6* | 1 | -1 | 7 | -20 | 89 | 7 | 14 | -15
`COc1ccc2nc(NC(=O)CCNS(=O)(=O)c3ccc4c(c3)oc(=O)n4C)sc2c1` is listed with 1.1 | 1 | -4 | 4 | -1 | 89 | 5 | -9 | -1
`O=C(Oc1ccc2ccccc2c1Cl)N1CCCC1` is listed with 1.1 | 0.96 | 3 | 10 | 6 | 86 | 6 | -19 | -2

Screening results deposited in PubChem by several laboratories.
